PI4K2A inh: inhibitors of human PI4K2A. Q9BTU6. purified PI4K2A, ADP-Glo luminescence, 1 h; hits give low values. activity change, negative = inhibition, % at 76.9 µM. actives 0.13% (n = 420,000); in the data active = activity change below about -50%; inconclusive = mostly about -30% to -49%;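 also: -100% = wells without enzyme as full effect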
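ADP-Glo luminescence measured ADP generated by PI4K2A enzyme (4 ug/mL before mixing) with 1.2 mM PI substrate (pre-mix) and 300 microM ATP (pre-mix). Tris pH7.5 buffer with MgCl2, Triton X-100; 1 h reaction at ambient temperature.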
USP1 inh: blocks the human USP1/UAF1 deubiquitinase complex; actives 0.23% (n = 390,000); Potency, µM (highest dose often 57.1 µM), without a hit: top-dose activity change, negative = inhibition, hits mostly inhibitors; recombinant USP1/UAF1, Ub-Rhodamine cleavage fluorescence; also: potency is read from the fitted curve at half-maximal effect; % is scaled to controls: 0 for no effect and ±100 for the full control effect; nearly all actives have a fitted effect of over 60% in size; inactives centre near -12
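1 nM enzyme complex + cpd, 15 min RT; start with Ub-Rho 150nM final; kinetic fluorescence ex 480/em 540, 6 reads q60 s. Buffer 50mM HEPES pH 7.8, 0.5mM EDTA, 0.1 mg/ml BSA, 1mM TCEP, 0.01% Tween-20.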
D2 ag: activates the human D2 dopamine receptor; P14416; HEK293 T-REx D2 cells, calcium flux agonist mode; activation, % at 2 µM; actives 0.53% (n = 340,000); AID 485358;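 active = activation over 3 SD above normal in the single-dose calcium agonist read, cut at about 30% in these data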; also: 0% is about no effect
Target sequence (P14416 whole entry, looked up): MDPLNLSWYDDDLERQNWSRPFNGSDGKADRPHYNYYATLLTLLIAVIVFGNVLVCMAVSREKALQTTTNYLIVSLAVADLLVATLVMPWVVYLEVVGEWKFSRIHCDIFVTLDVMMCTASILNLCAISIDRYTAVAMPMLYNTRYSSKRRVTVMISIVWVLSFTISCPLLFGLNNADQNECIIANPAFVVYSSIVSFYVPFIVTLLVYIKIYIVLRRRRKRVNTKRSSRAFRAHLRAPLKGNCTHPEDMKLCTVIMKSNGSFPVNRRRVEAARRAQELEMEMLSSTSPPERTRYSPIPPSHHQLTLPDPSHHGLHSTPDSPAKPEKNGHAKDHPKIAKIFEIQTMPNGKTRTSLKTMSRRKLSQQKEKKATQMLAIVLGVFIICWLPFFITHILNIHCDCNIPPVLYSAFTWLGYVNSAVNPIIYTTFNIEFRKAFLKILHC
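Agonism is scored from calcium flux in a force-coupled, inducible HEK293 cell line expressing D2, read kinetically for 180 s after compound addition against dopamine controls.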
TrxR1 inh: blocks rat thioredoxin reductase 1; O89049; recombinant rTrxR1, NADPH fluorescence consumption, selenite substrate; Potency, µM (series often up to 114 µM), for inactives: at the top dose activity change, negative = inhibition, most hits filed as inhibitors; actives 1% (n = 390,000); AID 588453; also: potency is read from the fitted curve at half-maximal effect; % is scaled to controls: 0 for no effect and ±100 for the full control effect; nearly all actives have a fitted effect of over 65% in size
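Rat TrxR1 (90 nM in the dispensed reagent) was pre-reduced with 400 uM NADPH for 5 min at room temperature, then incubated with compound for 15 min. After 400 uM selenite was added, NADPH fluorescence (Ex 340/Em 450 nm) was followed for 8 min.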
TrxR1 substrate: rat thioredoxin reductase 1 substrate activity; purified TrxR1 substrate turnover, NADPH consumption readout; Potency, µM (doses to about 114 µM), inactives show at the top dose activity change, negative = substrate turnover; actives 0.01% (n = 390,000); AID 588456; also: potency is read from the fitted curve at half-maximal effect; % is scaled to controls: 0 for no effect and ±100 for the full control effect; nearly all actives have a fitted effect of over 50% in size
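Rat TrxR1, dispensed at 90 nM, was prereduced with 400 uM NADPH (final) for 5 min at ~22 deg C, then incubated with compound 15 min before 400 uM selenite. A first-read NADPH fluorescence drop versus no-compound background flagged substrates.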
TRHR PAM: TRH receptor (human) allosteric enhancement; P34981; TRHR cells, fluo-8 calcium fluorescence, EC20 TRH enhancement; enhancement, % at 2 µM; actives 0.66% (n = 360,000); AID 493056; in the data active = enhancement above about 30%; also: 0% is about no effect
Target sequence (P34981 whole entry, looked up): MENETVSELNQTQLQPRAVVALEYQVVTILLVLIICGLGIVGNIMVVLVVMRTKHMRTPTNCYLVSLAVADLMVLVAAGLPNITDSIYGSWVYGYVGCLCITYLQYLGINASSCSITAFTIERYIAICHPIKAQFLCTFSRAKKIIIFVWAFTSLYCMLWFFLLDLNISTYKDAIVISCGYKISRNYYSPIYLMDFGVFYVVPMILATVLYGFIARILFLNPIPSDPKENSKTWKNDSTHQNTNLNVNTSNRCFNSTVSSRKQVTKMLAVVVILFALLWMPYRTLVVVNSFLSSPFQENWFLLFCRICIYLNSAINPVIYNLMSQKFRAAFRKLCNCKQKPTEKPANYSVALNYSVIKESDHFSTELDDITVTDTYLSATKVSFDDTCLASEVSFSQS
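Enhancer read-out: after compound pinning and an initial kinetic agonist-mode read, an EC20 of TRH (10 nM final) was injected and fluo-8 calcium signal (Ex 480/Em 530) followed at 1 s/cycle for 100 cycles in TRHR-expressing cells.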
mIDH1 inhibitor: blocks human mutant IDH1 R132H enzyme; O75874; IDH1-R132H enzyme, NADPH consumption, diaphorase/resazurin fluorescence; Potency, µM (doses to about 76.6 µM), inactives show at the highest dose activity change, negative = inhibition, most hits filed as inhibitors; actives 0.093% (n = 390,000); also: potency is read from the fitted curve at half-maximal effect; % is scaled to controls: 0 for no effect and ±100 for the full control effect; nearly all actives have a fitted effect of over 65% in size
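IDH1-R132H (0.5 ug/mL) preincubated 30 min with compound, then NADPH (0.016 mM) and alpha-KG (2 mM) added; 80 min at RT, pH 7.5. Remaining NADPH coupled via diaphorase/resazurin to fluorescence (540/590 nm); concentration-response curves normalized to no-enzyme control.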
TRHR ag: TRH receptor (human) agonism | P34981 | activation, % at 2 µM | TRHR cells, calcium flux fluo-8, FDSS agonist mode | AID 493084 | actives 0.18% (n = 360,000); in the data active = activation above about 30%; also: 0% is about no effect
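Steps: seed TRHR cells overnight; add fluo-8 no-wash Ca dye, RT 30 min–1.5 h; record 10 s baseline; pin-transfer compounds; monitor fluorescence 1 cycle/s for the agonist window. Calcium increases flag candidate agonists.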
D2 antagonist: D2 dopamine receptor (human) antagonism | HEK293 TREx D2 cells, calcium flux, dopamine EC80 | inhibition, % at 10 µM | actives 2% (n = 340,000); in the data active = inhibition above about 30%; also: 0% is about no effect
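HEK293 T-REx D2 cells, tet-induced, calcium dye no-wash. Cpd pintool add, 180 s kinetic, then EC80 DA, 180 s kinetic. Ca flux read.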
* = called active by the depositor; ? = inconclusive; . = no result given; & = joins results of further samples; [ ] = dose if it differs, or a comment. Unless noted, calls follow the shape of the dose curve; as a rule, active = well fitted inhibition curve with a large enough effect; inconclusive = small, poorly fitted or top-dose-only effect; inactive = no such curve, though single readings can be large or run the other way.

Fields – PI4K2A inh	USP1 inh	D2 ag	TrxR1 inh	TrxR1 substrate	TRHR PAM	mIDH1 inhibitor	TRHR ag	D2 antagonist
> CC(C)C[C@H](NC(=O)c1nc[nH]c1C(=O)N[C@@H](CCCCNC(=O)OC(C)(C)C)C(=O)OC(C)(C)C)C(=O)OC(C)(C)C
→ 1	-10%	-1.0	-15%	-20%	2	4%	-1.1	-4
> CC(=O)c1c(N2CCN(C)CC2)nc(=S)n(-c2cc(C)ccc2C)c1C
→ 3	-10%	0.8	10%[57.1 µM]	2%[57.1 µM]	1	4%	3.0	-16
> COC(=O)C(C)Sc1nnc(-c2ccncc2)o1 (stereo unspecified)
→ 1	-7%	1.9	7%	5%	3	5%	0.8	-1
> CCN(C(=O)COC(=O)CNC(=O)c1sc2ccccc2c1Cl)C1CCCCC1
→ -6	-25%	0.8	8%	-6%	-3	11%	0.8	15
> Cc1ccc2c(c1)c1c(n2CC(O)CN2C(=O)CNC2=O)C(=O)CCC1 (stereo unspecified)
→ -1	-8%	0.0	5%	32%	0	-14%	0.2	6
> COc1ccccc1-n1c(SCC(=O)NC(C)(C)C)nc(O)cc1=O
→ 11	-16%	0.4	-26%[57.1 µM]	-4%[57.1 µM]	-27	6%	0.2	23
> COc1ccc(N2CCN(CC(=O)Nc3cc(C)cc(C)c3)CC2)cc1
→ -1	1%	-0.5	-6%	-6%	-1	4%	-1.3	0
> CCCC(C)NC(=O)C1CC(=O)N(CCc2ccc(F)cc2)C1 (stereo unspecified)
→ 3	-19%	.	18%	-1%	0	8%	-0.3	.
> C=CCn1ccc(=O)nc1SC
→ 8	0%	.	21%[2.29 µM]	15%[57.1 µM]	.	0%	.	.
> CC(NC(=O)CNC(=O)c1ccc2c(c1)OCO2)c1ccc(S(N)(=O)=O)cc1 (stereo unspecified)
→ -1	-13%	-2.2	24%	4%	0	3%	0.9	0
> CC(=O)N1CCN(C(=O)COC(=O)/C=C/c2ccccc2[N+](=O)[O-])CC1
→ 4	-17%	.	-1%	-5%	.	7%	.	.
> OC(c1nc2ccc(F)cc2[nH]1)C(O)c1nc2ccc(F)cc2[nH]1 (stereo unspecified)
→ -5	-1%	1.4	-10%	4%[57.1 µM]	11	10%	1.8	15
> CC(=O)Nc1ccc(S(=O)(=O)NCCC(=O)NCCCc2ccccc2)cc1
→ 11	-13%	-1.3	8%	4%	-4	-3%	-0.2	4
> CC(C)(C)c1cccc(Cn2nnc3ccccc32)c1O
→ 6	-4%	-1.7	8%	-11%	-3	6%	-0.2	9
> O=C(Cn1ncn2nc(-c3cccs3)cc2c1=O)NCc1ccc(Cl)cc1
→ -1	-5%	2.1	11%	-1%	-10	23%	0.0	.

Next part; it opens with the 2 that closed the last part.
Fields – PI4K2A inh	USP1 inh	D2 ag	TrxR1 inh	TrxR1 substrate	TRHR PAM	mIDH1 inhibitor	TRHR ag	D2 antagonist
> CC(C)(C)c1cccc(Cn2nnc3ccccc32)c1O
→ 6	-4%	-1.7	8%	-11%	-3	6%	-0.2	9
> O=C(Cn1ncn2nc(-c3cccs3)cc2c1=O)NCc1ccc(Cl)cc1
→ -1	-5%	2.1	11%	-1%	-10	23%	0.0	.
> CCOc1ccc(CNS(=O)(=O)c2cc3c(cc2C)NC(=O)CO3)cc1OC
→ 3	?	0.7	5%[57.1 µM]	-5%[57.1 µM]	1	-17%	0.5	.
> NNC(=O)[C@H]1C[C@@H]1c1ccccc1
→ -3	3%	0.6	-13%	-6%	1	-8%	-0.4	-2
> NCCCC[C@H](NC(=O)C1CCNCC1)c1nnc([C@@H](N)CO)o1
→ -1	?	0.4	-8%[57.1 µM]	11%[57.1 µM]	-6	-3%	0.6	-9
> CC(c1ccncn1)N(C)Cc1nc(-c2ccc(C(F)(F)F)cc2)no1 (stereo unspecified)
→ 3	-19%	0.3	0%	-3%	4	10%	0.3	-10
> CCOc1ccc(Oc2ccc(-c3nnc(-c4ccccc4)o3)cc2[N+](=O)[O-])cc1
→ 12	-17%	0.8	4%	3%	1	2%	0.4	-13
> Cc1cccc(C)c1OCC(=O)Nc1ncn[nH]1
→ 8&1	-14%&-7%	1.2&0.8	15%&18%	8%[57.1 µM]	-1&-7	1%&1%	0.5&0.7	15
> O=C(Cc1ccc([N+](=O)[O-])cc1)Nc1nccs1
→ 6	-19%	-0.6	29%	1%	-2	2%	-1.1	-23
> O=C(COC(=O)c1cc2ccccc2o1)NCc1ccco1
→ -3	-6%	-0.9	12%	3%	-3	4%	-0.4	5
> COc1ccc(S(=O)(=O)N2CCOC23CCN(C(=O)c2c(F)cccc2Cl)CC3)cc1
→ 2	-22%	-0.1	11%	-2%	6	-19%	-0.7	-10
> O=C(CSc1nc2ccccc2o1)Nc1nc2ccccc2s1
→ -2	-12%	1.0	-7%	1%	6	1%	0.5	-5
> CC(=O)N1CCCc2cc(S(=O)(=O)N3CCC(C(=O)NCc4cccc(C)c4)CC3)ccc21
→ 0	15%	-1.2	25%[57.1 µM]	1%[57.1 µM]	1	0%	-0.3	.
> COc1ccc(CCNc2nc(-c3cccc(NC(C)=O)c3)cs2)cc1OC
→ 6	-19%	-0.1	10%	-1%	-6	25%	-0.4	20
> Cc1ccc(NCc2nnc(SCc3ccc(C#N)cc3)n2Cc2ccco2)c(C)c1
→ 0	-3%	0.5	?	-6%[57.1 µM]	-5	-5%	-1.8	9
> CCOC(=O)CC1C(=O)NCCN1S(=O)(=O)c1ccc(Cl)cc1Cl (stereo unspecified)
→ 3	-21%	0.2	22%	8%	1	2%	0.3	0
> C/C(CC(=O)Nc1ccc2c(c1)OCCO2)=N\NC(=O)c1ccccc1F
→ -2	-17%	-3.1	-45%	4%[57.1 µM]	-4	1%	-0.8	-18
> CC(Oc1cccc(Cl)c1)C(=O)N1CCN(c2ncccn2)CC1 (stereo unspecified)
→ -5	-24%	-0.1	21%	12%	-1	0%	0.5	-6
> CC(=O)N1CCC(C(=O)Nc2cc(C)cc(C)c2)CC1
→ -4	2%	-2.4	16%[57.1 µM]	-4%[2.29 µM]	5	5%	0.5	6
> O=S(=O)(NC1CC2CCC1C2)c1ccc(Br)s1 (stereo unspecified)
→ -2	-15%	-0.3	31%[57.1 µM]	-4%	2	8%	-0.2	-1
> CCCCC1OC2(C)OC(=N)C1(C#N)C(C#N)(C#N)C2c1ccccc1 (stereo unspecified)
→ -2	-6%	0.0	-32%	204%[activator]	7	5%	0.7	-3
> Cc1cccc(CC(=O)NCc2nc3cccnc3n2Cc2ccc(F)cc2)c1
→ 1	-2%	-1.8	8%[57.1 µM]	-3%[57.1 µM]	-1	-9%	-0.9	.
> COc1ccc(/C=N/NC(=S)Nc2ccccc2)cc1COc1ccc(F)cc1F
→ 1	-2%	0.7	4%[57.1 µM]	4%[57.1 µM]	17	3%	-0.7	-1
> O=C(CNC(=O)c1ccc(S(=O)(=O)N2CCCCC2)cc1)N/N=C/c1ccco1
→ 5	-14%	0.2	12%	0%	1	0%	1.5	-11
> Cc1ccc(O)c(N=NC2=C(O)CC(C)(C)CC2=O)c1
→ -7	-23%	-0.1	-35%	-17%	7	11%	0.5	0
> Cc1ccc(C(=O)NCCSCc2ccc(Cl)cc2Cl)cc1[N+](=O)[O-]
→ 3	-30%	-0.7	14%	1%	-10	-6%	2.2	14
> COc1ccc(CNCCC(c2ccc(OC)cc2)c2ccccc2OC)cc1 (stereo unspecified)
→ -1	-20%	-0.7	-2%	6%	3	0%	0.9	2
> COC(=O)c1ccc(-n2nnc(-c3nc(-c4ccc5c(c4)OCO5)no3)c2C)cc1
→ -6	38%[activator]	-0.2	26%[57.1 µM]	5%[57.1 µM]	2	-13%	0.5	.
> COc1ccccc1NC(=O)C(=O)Nc1ccc2c(c1)N(C(=O)C1CC1)CCC2
→ -1	-4%	-0.3	-3%	-4%	0	8%	-0.2	-2
> COc1cccc(C(C(=O)NCc2ccco2)N(C(=O)Cn2nnc3ccccc32)C2CC2)c1OC (stereo unspecified)
→ 7	-5%	5.5	3%[57.1 µM]	2%	-2	10%	-0.1	-6
> O=C(O)c1cccc(-n2c(O)c(C=C3N=c4ccccc4=N3)sc2=S)c1
→ -4	-10%	0.0	-14%	-12%	-3	1%	0.5	-7
> O=C(Cn1cnc2ccccc2c1=O)N1CCN(c2ccc(F)cc2)CC1
→ 1	3%	0.3	21%[57.1 µM]	9%[57.1 µM]	-3	2%	0.2	14
> OCC1(Cc2ccc(F)cc2)CCCN(Cc2ccc(F)cc2Cl)C1 (stereo unspecified)
→ -5	-19%	0.0	26%	8%	-5	-2%	1.6	-33
> COc1cccc(OC)c1OCCCSc1nc(C)cc(=O)[nH]1
→ -2	-12%	0.0	12%	8%	7	-3%	-0.8	-17
> Cc1ccc(NC(=O)C2c3ccccc3Oc3ccccc32)c(C)c1
→ 1	3%	1.1	4%	-7%	0	5%	0.3	1
> CCc1cccc(NC(=O)c2nnn(Cc3ccc(SC)cc3)c2N)c1
→ -6	-2%	0.4	12%	3%	5	8%	2.3	.
> O=C(O)c1cc(-c2ccc(/C=N/NC(=S)Nc3ccccc3)o2)ccc1Cl
→ 3	-10%	-1.0	-32%[57.1 µM]	-4%[57.1 µM]	1	4%	1.0	4
> CCCCN(C(=O)c1nn(C)c(=O)c2ccccc12)c1c(N)n(CC(C)C)c(=O)[nH]c1=O
→ -3	-9%	0.2	13%	7%	11	5%	1.1	-11
> Cc1ccc(-c2csc(NC(=O)C3CC=CCC3C(=O)O)c2C(=O)OC(C)C)cc1 (stereo unspecified)
→ 7	0%	0.9	-2%[57.1 µM]	-6%	-4	1%	-0.5	23
> Cc1ccc(C(=O)CSc2nc(C)cc(C)c2C(N)=O)cc1
→ -2	1%	0.7	7%	-2%	1	4%	0.0	-14
> O=C(N/N=C/c1cccs1)c1ccc2ccccc2c1
→ -3	-18%	-0.6	-15%	-14%	-5	12%	-0.6	8
